Kir21 inh = blocks the mouse Kir2.1 inward-rectifier potassium channel; HEK293-Kir2.1, FluxOR thallium flux fluorescence; stronger effect = lower value; 310,000 tested, 0.85% active; B-score at 10 µM; P35561;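 active = fluorescence ratio B-score at or below minus 3 SD of library scores, with starting-brightness B-score within 2 SD, cut at about -4.2 in these data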;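 note: channel flux triggered by added potassium and thallium sulfate stimulus; B-score of peak minus minimum fluorescence over baseline after thallium stimulus; more negative B-score means stronger Kir2.1 block with less thallium influx; some compounds called inactive have numbers as strong as hits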
Target sequence (P35561 whole entry, looked up): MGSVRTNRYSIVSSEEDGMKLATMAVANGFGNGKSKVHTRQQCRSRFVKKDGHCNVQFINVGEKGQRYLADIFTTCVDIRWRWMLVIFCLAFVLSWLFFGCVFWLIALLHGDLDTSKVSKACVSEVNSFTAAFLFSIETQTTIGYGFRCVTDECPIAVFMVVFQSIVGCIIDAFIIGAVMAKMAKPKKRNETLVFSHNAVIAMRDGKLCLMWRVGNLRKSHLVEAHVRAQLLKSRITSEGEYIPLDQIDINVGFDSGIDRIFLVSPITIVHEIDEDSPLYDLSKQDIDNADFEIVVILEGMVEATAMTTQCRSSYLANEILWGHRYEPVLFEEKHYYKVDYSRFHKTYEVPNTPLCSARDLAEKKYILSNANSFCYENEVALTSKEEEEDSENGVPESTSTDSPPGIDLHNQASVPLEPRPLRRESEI
STK33 inh = blocks human STK33 kinase activity | Q9BYT3 | purified STK33, MBP phosphorylation, ADP-Glo luminescence | inhibition, % at 10 µM | 320,000 tested, 0.073% active;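 active = inhibition at or above 25%, using the most active replicate where run in duplicate; inactive = inhibition below 25%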
Target sequence (Q9BYT3 whole entry, looked up): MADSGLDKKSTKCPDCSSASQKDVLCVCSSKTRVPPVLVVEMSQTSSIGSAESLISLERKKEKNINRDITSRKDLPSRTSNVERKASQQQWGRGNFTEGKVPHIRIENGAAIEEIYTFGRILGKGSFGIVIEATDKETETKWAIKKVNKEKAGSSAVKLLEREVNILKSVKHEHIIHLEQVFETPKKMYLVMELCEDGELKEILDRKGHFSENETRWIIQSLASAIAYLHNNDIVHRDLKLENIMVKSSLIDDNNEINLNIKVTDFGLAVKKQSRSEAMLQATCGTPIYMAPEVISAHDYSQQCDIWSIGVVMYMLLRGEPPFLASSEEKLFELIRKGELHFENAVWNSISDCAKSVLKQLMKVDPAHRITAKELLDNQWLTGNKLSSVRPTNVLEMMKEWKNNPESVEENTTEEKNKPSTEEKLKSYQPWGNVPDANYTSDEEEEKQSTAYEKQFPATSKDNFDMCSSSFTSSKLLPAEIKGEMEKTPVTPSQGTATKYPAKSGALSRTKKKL
An asterisk follows results filed as active; . = not tested or not shown.

SMILES	Kir21 inh	STK33 inh
Cc1cccc(C(=O)OCc2cnc(Cl)s2)c1	1.07	-0.2
COCCNC(=O)Cn1nc(-c2ccc(C)cc2)ccc1=O	0.37	-1.6
COc1ccc(C(CC(=O)NC(C)(C)C)n2cccc2)cc1 (stereo not drawn)	-1.85	-1.4
O=C(CNC(=O)c1ccco1)N/N=C/c1ccc(O)cc1O	-0.55	-1.2
O=C(CN1C(=O)COc2ccc(S(=O)(=O)N3CCOCC3)cc21)NCc1ccco1	2.07	0.3
CCCCN(C(=O)c1c(C)[nH]c(C(=O)OCC)c1C)c1ccccc1	-0.35	-0.3
O=C(NC(C(=O)c1ccccc1)N1CCCCCC1)c1ccco1 (stereo not drawn)	0.14	-0.2
O=C(CNC(=O)c1ccccc1)NCC(=O)OCC(=O)c1ccccc1	0.13	-0.8
O=C(COC(=O)c1ccccn1)Nc1cccc2ccccc12	-1.01	-0.4
O=C(Cn1c(=O)oc2ccccc21)N1CCOCC1	0.88	-0.7
CCCCOP(=O)(c1ccc(N(C)C)cc1)C(O)c1ccc(OC)c(OC)c1 (stereo not drawn)	-1.25	-1.5
COc1ccccc1N1CCN(C(=O)C2CC(=O)N(c3ccccc3)C2)CC1 (stereo not drawn)	-0.21	-0.8
C=CCNC(=O)/C(C#N)=C/c1ccc(SC)cc1	0.92	-0.5
COc1ccc(C)cc1NC(=O)CSc1nnnn1C1CCCC1	1.09	4.0
COC(=O)/C=C/CC(C)OS(N)(=O)=O (stereo not drawn)	0	-1.7
CS(=O)(=O)c1ccc2nc(NC(=O)Nc3ccc(Cl)c(Cl)c3)sc2c1	-1.19	-0.6
CCOc1cc(S(=O)(=O)NCCc2ccccc2C)c(OCC)cc1-n1cnnn1	-0.5	-1.2
CSCCC(NC(=O)COc1ccccc1)C(=O)N(C)CC(=O)Nc1ccc(Cl)cc1 (stereo not drawn)	.	-0.4
COC(=O)[C@@H]1Cc2c([nH]c3ccccc23)C(C)N1C(=O)c1ccccc1 (stereo partly drawn)	0	0.1
Cn1c(CC(=O)Nc2ccccc2)nnc1SCC(=O)NC1CCCC1	1.58	-0.2
Cc1ccc(-c2nnc(SCC(=O)N/N=C/c3ccccc3C(=O)O)n2-c2ccc(Cl)cc2)cc1	0.34	-1.0
COc1ccc(Cl)cc1S(=O)(=O)NCc1ccncc1	-0.6	0.0
CCCC(=O)c1cc2c(cc1NC(=O)c1ccccc1F)OCCO2	0.89	-0.6
Cc1nnc(C)n1/N=C/c1ccc(O)cc1	-0.01	-0.6
Cc1cc(-c2ccccc2)nc(N(C)C)c1S(C)(=O)=O	0.98	0.4
COc1ccccc1-c1cc(C(=O)N2CCCc3ccccc32)no1	1.31	0.4
CC(=O)c1nnn(-c2nc(N3CCCC3)nc(N(c3ccccc3)c3ccccc3)n2)c1C	-1.06	1.5
O=C(CCC(=O)c1cccs1)NCC(=O)Nc1ccc(F)c(F)c1F	0.63	-1.0
O=C1NN(c2ccccc2)C(=O)/C1=C/c1ccc(Sc2cccc3ccccc23)o1	-0.02	-0.1
CCC1(CC)Cc2ccccc2C(C2=C(O)CC(C)(C)CC2=O)=N1	0.56	0.0
Cc1cccc(-n2nnnc2SCC(=O)Nc2ccc(N3CCN(C)CC3)cc2)c1	-1.38	-0.1
CCc1ccc(C(c2c(C)nn(-c3ccccc3)c2N)c2c(C)nn(-c3ccccc3)c2N)cc1	-0.2	.
Cc1nc2c(-c3ccc(F)cc3)cnn2c(N)c1-c1ccccc1	-0.34	-1.8
COc1ccc(C(=O)NCCCOc2cccc(NC(C)=O)c2)cc1	-0.02	-1.9
Cc1onc(-c2ccccc2Cl)c1C(=O)OCC(=O)N1CCCc2ccccc21	-2.74	-1.7
O=C1Nc2ccc(Cl)cc2/C1=C/C1CC=CCC1 (stereo not drawn)	-2.29	-0.9
COc1ccc(CCn2c(SCC(=O)Nc3cc(C)on3)nc3ccsc3c2=O)cc1OC	.	-2.4
COc1ccc(CNC(=O)COC(=O)CCOc2ccccc2)cc1	0.39	0.1
CCOC(=O)C1CCN(C2=NC(=O)/C(=C/c3ccc(Cl)cc3)S2)CC1	0.02	-1.0
S=C(NCCc1ccccc1)N/N=C/c1ccc(Cl)cc1	-1.2	-1.3
O=C(Cn1cnc2ccccc2c1=O)N/N=C/c1ccc(Br)cc1	0.31	-0.7
O=C(CSc1nnc(Nc2ccccc2)s1)Nc1ccc(S(=O)(=O)N2CCOCC2)cc1	0.18	-0.8
COC(=O)c1ccccc1N=C(SC)N(C)C	-0.72	-2.1
CC(C)NC(=O)CSc1nc2sccc2c(=O)n1-c1ccccc1	0.79	-1.9
COc1cc(/C=N/N=C(\N)c2nonc2N)cc(OC)c1O	-0.34	4.9

5 records picked at random from those above:
SMILES	Kir21 inh	STK33 inh
CCOC(=O)C1CCN(C2=NC(=O)/C(=C/c3ccc(Cl)cc3)S2)CC1	0.02	-1.0
COc1ccc(Cl)cc1S(=O)(=O)NCc1ccncc1	-0.6	0.0
COc1ccc(CCn2c(SCC(=O)Nc3cc(C)on3)nc3ccsc3c2=O)cc1OC	.	-2.4
Cc1nc2c(-c3ccc(F)cc3)cnn2c(N)c1-c1ccccc1	-0.34	-1.8
O=C1NN(c2ccccc2)C(=O)/C1=C/c1ccc(Sc2cccc3ccccc23)o1	-0.02	-0.1

(list continues)
SMILES	Kir21 inh	STK33 inh
O=c1cc(Cl)[nH]n(-c2ccccc2)c1=O	2.18	-1.2
COc1ccc(CCNC(=O)c2cc3c(=O)n4ccccc4nc3n(CCN3CCOCC3)c2=N)cc1	-0.83	1.0
COc1ccccc1/C=C/C(=O)NC(=S)NCC1CCCO1 (stereo not drawn)	0.09	-0.7
COc1ccccc1NC(=S)NC1CCCCC1	1.72	0.5
CCOC(=O)C1CCCN(C2CC(=O)N(c3cccc(C)c3)C2=O)C1 (stereo not drawn)	-0.04	-3.8
CCOC(=O)C(C)Sc1nc(N)c(NC(=O)c2ccc(OC)c(OC)c2)c(=O)[nH]1 (stereo not drawn)	0.14	-0.3
COc1ccc(CCNC(=O)C2CC(c3ccccc3C(F)(F)F)=NO2)cc1 (stereo not drawn)	-1.03	-0.6
CO/N=C/C(=N\Nc1ccc(OC)cc1)C(=O)c1ccc(OC)cc1	-0.84	-0.3
COc1cc(OC)cc(-c2nn[nH]n2)c1	-0.27	-1.2
O=C(Cc1c(Cl)cccc1Cl)OCC(=O)N1CCOCC1	.	-0.6
CNC(=O)CSc1nc(-c2ccccc2)c(-c2ccccc2)[nH]1	-1.59	-0.3
Cc1ccccc1OCCC(=O)Nc1c(C)n(C)n(-c2ccccc2)c1=O	0.95	0.7
CCOC(=O)c1ccc(Nc2sc(C(=O)c3cccc([N+](=O)[O-])c3)c(N)c2C#N)cc1	0.48	-2.1
Cc1ccc(-c2nc(C#N)c(N3CCC(C(N)=O)CC3)o2)cc1	1.95	-0.2
CCN(CC(=O)NC1CC1)S(=O)(=O)c1ccc(OC)cc1	0.85	-3.0

Single records, as listed above. Order of values: Kir21 inh, STK33 inh
COC(=O)[C@@H]1Cc2c([nH]c3ccccc23)C(C)N1C(=O)c1ccccc1 (stereo partly drawn) is listed with 0, 0.1
Cc1nnc(C)n1/N=C/c1ccc(O)cc1 is listed with -0.01, -0.6
COC(=O)/C=C/CC(C)OS(N)(=O)=O (stereo not drawn) is listed with 0, -1.7
COC(=O)c1ccccc1N=C(SC)N(C)C is listed with -0.72, -2.1

New compounds follow.
SMILES	Kir21 inh	STK33 inh
COc1ccc(-c2nnc(SCC(=O)NCc3ccco3)o2)cc1	0	-1.4
Cc1ccc2nc(NCCCO)[nH]c2c1	0.99	0.0
Cc1[nH]c2ccc(C(=O)OCC(=O)Nc3cccc(S(N)(=O)=O)c3)cc2c1C	.	0.5
CC(C(=O)O)N1C(=O)/C(=C/C=C/c2ccco2)SC1=S (stereo not drawn)	-1.63	6.1
COc1ccc(-c2nnn(CC(=O)N3CCN(c4ccccc4OC)CC3)n2)cc1OC	1.62	-0.5
Cn1cc(C(=O)c2ccc(Cl)cc2Cl)cc1C(=O)NN	0.79	1.0
Cc1cc(C)c(NC(=O)c2cc(=O)c3ccccc3o2)c(C)c1	0.43	0.3
COc1ccc(OC)c(/C=N\NC(=O)c2cc3c(ccc4ccccc43)o2)c1	1.99	-0.7
Brc1ccc(-c2csc(/N=C/N3CCOCC3)n2)cc1	0.01	0.1
O=C1C=C(c2cc(Cl)cc(Cl)c2)C[C@@H](c2ccc3c(c2)OCO3)C1	.	-1.4
CCN(CC)S(=O)(=O)c1ccc(N/N=C/c2cc(OC)ccc2O)nc1	0.85	1.5
O=C1C2Sc3[nH]c(=O)sc3C(c3ccccc3)C2C(=O)N1c1ccccc1 (stereo not drawn)	-0.81	-0.1
C/C(=N\NS(=O)(=O)c1ccc(C)cc1)c1cc2ccccc2oc1=O	0.86	-0.3
CC1CCN(S(=O)(=O)c2ccc(NC(=O)c3ccccc3F)cc2)CC1	0.33	-3.0
C#CCN(C(=O)c1ccc(OC2CCN(C(=O)CCOC)CC2)cc1)C1CCCCC1	0.43	0.2
Cn1c(=S)oc2ccccc21	0.09	-4.4
O=C(CCCOc1ccccc1)NCC1CCCO1 (stereo not drawn)	-0.55	-1.6
O=C(OCc1nnc(-c2ccccc2)o1)c1ccc(CO)cc1	1.73	-0.1
O=C(N/N=C/c1ccccc1)c1ccco1	1.26	0.3
CCNC(=O)CC1SC(=Nc2ccc(Cl)cc2)N(CC)C1=O (stereo not drawn)	0.07	-0.7
O=C(NC1CCCCC1)C1CC(O)CN1C(=O)OCc1ccccc1 (stereo not drawn)	0.38	-0.7
O=C(NCc1ccco1)C1CCCN(S(=O)(=O)c2cccc3nsnc23)C1 (stereo not drawn)	-0.52	0.2
O=C(CSc1nc(N2CCOCC2)nc(N2CCOCC2)n1)Nc1ccc([N+](=O)[O-])cc1	-0.68	1.5
NC(=O)C1(N2CCCCC2)CCN(C(=O)NC2CCCCC2)CC1	1.53	-1.6
COc1ccccc1CN1CCNC(=O)C1CC(=O)N(C)Cc1ccon1 (stereo not drawn)	0.46	-0.8
O=C(NNC(=S)NC1CC2C=CC1C2)c1cccnc1 (stereo not drawn)	2.38	0.9
COc1cc(/C=C/C(=O)O)cc(S(=O)(=O)Nc2ccc3c(c2)OCO3)c1OC	2.3	6.7
O=C(NCc1nc2ccccc2[nH]1)c1ccc(S(=O)(=O)N2CCCC2)cc1	-0.82	0.0
COc1cccc(C(=O)c2sc(NC(C)C)nc2N)c1	-0.28	1.8
CC1CC(C)CN(C(=O)Cn2c(=O)n(CCCCC(=O)NCc3ccco3)c(=O)c3ccccc32)C1 (stereo not drawn)	0.52	4.4
CCCCCN1CC(=O)N2[C@@H](Cc3c([nH]c4ccccc34)C2(C)C)C1=O	0.29	-0.6
O=C(CNC(=O)c1ccc(Br)o1)OCc1ccc(Br)cc1	.	0.1
CCOC(=O)c1c(C)nc(-c2ccccc2)nc1NC(C)=O	0.12	0.1
Cc1ccc(-c2nc(-c3ccncc3)no2)c(Cl)c1	-0.88	-0.4
COc1ccc(CN2CCNC(=O)C2CC(=O)N2CCc3ccccc3C2)c(OC)c1 (stereo not drawn)	-0.78	0.7
CCN(c1ccccc1)S(=O)(=O)c1cc(NC(=O)C2CC2)ccc1Cl	.	-0.8
Cc1ccc(S(=O)(=O)Oc2cccc(N3C(=O)C4CC=CCC4C3=O)c2)cc1 (stereo not drawn)	0.03	-1.6
CCOc1ccc(-n2cnc3sc4c(c3c2=O)CCCC4)cc1	0.24	-2.0
FC(F)(F)c1cc(-c2ccco2)nc(NCc2ccc(Cl)cc2)n1	-0.88	0.1
COc1ccccc1NC(=O)N1CCN(c2ccccc2F)CC1	0.01	-0.1
C=CCN1C(=O)C2(OCCCO2)c2c(C)ccc(C)c21	-1.83	0.2
CN(C)S(=O)(=O)N1CCN(S(=O)(=O)c2ccc3ccccc3c2)CC1	0.97	-1.6
Cc1ccc(/C=N/n2c(-c3cccs3)n[nH]c2=S)cc1	0.83	-2.2
CCCC12CN3CC(CCC)(CN(C1)C3C(O)C(O)C(O)CO)C2=O (stereo not drawn)	0.73	0.5
C=C[C@H]1[C@H](O[C@@H]2O[C@H](CO)[C@@H](O)[C@H](O)[C@H]2O)OC=C2C(=O)OCC[C@]21O	.	-1.2
O=C(NCc1ccc(F)cc1)C(c1ccco1)N(C(=O)c1csnn1)C1CC1 (stereo not drawn)	-0.87	-0.4
CC(Oc1ccc(F)cc1)C(=O)N(CCC1=CCCCC1)c1c(N)n(Cc2ccccc2)c(=O)[nH]c1=O (stereo not drawn)	-0.34	0.9
CCC(C(=O)Nc1sc(C(N)=O)c(C)c1C(=O)OC)c1ccccc1 (stereo not drawn)	-1.68	-1.4
C=CCn1c(SCC(=O)Nc2nc3ccccc3s2)nnc1-c1ccccc1O	-1.3	-0.9
COc1ccc(CC/C(C)=N\NC(N)=O)cc1	-0.26	-1.8
Cc1sc2ncnc(N3CCOCC3)c2c1C	0.81	-0.5
Cc1nc(-n2[nH]c3c(c2=O)CCCC3)[nH]c(=O)c1Cc1ccccc1	0.4	-0.2
O=C(CC1C(=O)NCCN1Cc1ccccc1)NC1CCCCCC1 (stereo not drawn)	-0.31	-1.6
Cn1nc(C(F)(F)F)c(/C=N/OC(=O)c2ccccc2)c1Cl	-1.18	-1.7
CC1=C(C(=O)OC2CCCCC2)C(c2ccc(F)cc2)NC(=O)N1 (stereo not drawn)	-1.08	1.2

Reformatted with values under each structure: entries from further up
Each structure is followed by: Kir21 inh	STK33 inh
Cc1sc2ncnc(N3CCOCC3)c2c1C
    0.81	-0.5
Cc1nc(-n2[nH]c3c(c2=O)CCCC3)[nH]c(=O)c1Cc1ccccc1
    0.4	-0.2
O=C(CC1C(=O)NCCN1Cc1ccccc1)NC1CCCCCC1 (stereo not drawn)
    -0.31	-1.6
Cn1nc(C(F)(F)F)c(/C=N/OC(=O)c2ccccc2)c1Cl
    -1.18	-1.7
